Screens: PubChem, National Center for Advancing Translational Sciences (NCATS)
HCMV inh – blocks human cytomegalovirus replication. HFF cells, HCMV-luciferase reporter, 72 h; hits give low values. activity change, negative = inhibition, % at 57.5 µM. 410,000 tested, 4.5% active. AID 1259415; in the data active = activity change below about -60%; inconclusive = no clear call, values can overlap the other calls; inactive = above about -39%; also: % is scaled to controls: 0 for no effect and ±100 for the full control effect
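Compounds were evaluated in HFFs infected with an HCMV luciferase reporter virus (MOI 1 PFU/cell). Luciferase in lysates collected 72 h post infection served as the replication measure.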
FBPA Giardia inh – inhibitors of Giardia lamblia fructose-1,6-bisphosphate aldolase; purified Giardia FBPA; A8B2U2; 290,000 tested, 0.71% active; Potency, µM (top dose mostly 59.6 µM), for inactives: top-dose activity, negative = inhibition, actives largely listed as inhibitors; AID 2451; also: potency is read from the fitted curve at half-maximal effect; % is scaled to controls: 0 for no effect and ±100 for the full control effect; nearly all actives have a fitted effect of over 55% in size
Target sequence (A8B2U2 whole entry, looked up): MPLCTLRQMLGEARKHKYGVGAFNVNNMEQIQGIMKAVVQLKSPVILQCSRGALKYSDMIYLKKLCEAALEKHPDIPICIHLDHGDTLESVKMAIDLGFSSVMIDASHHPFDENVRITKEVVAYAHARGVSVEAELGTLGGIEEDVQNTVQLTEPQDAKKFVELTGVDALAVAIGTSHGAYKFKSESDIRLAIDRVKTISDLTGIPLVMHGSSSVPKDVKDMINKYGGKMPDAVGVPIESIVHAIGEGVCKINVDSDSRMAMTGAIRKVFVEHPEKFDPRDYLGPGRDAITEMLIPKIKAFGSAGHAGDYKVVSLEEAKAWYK
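40 nM FBPA preincubated 10 min at RT with compound (up to 57.5 uM final), then substrate plus GAPDH/TPI/NAD/arsenate coupling and diaphorase/resazurin added. Fluorescence read after 20 min at RT, 525/598 nm.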
AMA1 RON2 block – inhibitors of Plasmodium falciparum AMA1-RON2 interaction; AlphaScreen AMA1-biotinylated RON2 peptide binding; Potency, µM (highest dose often 58.2 µM), for inactives: at the highest dose activity change, negative = inhibition, most hits filed as inhibitors; 360,000 tested, 0.2% active; AID 720542;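 also: potency is read from the fitted curve at half-maximal effect; 0% = vehicle wells and -100% = peptide control; nearly all actives have a fitted effect of over 45% in size; some results filed as inactive show a strong effect at the top dose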
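AMA1 (3D7) with his tag at 25 nM final met compounds first, then biotinylated RON2 peptide at 25 nM; detection used donor plus acceptor beads, 10 µg/mL apiece, read by AlphaScreen after 30 min at room temperature.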
AmpC detergent – AmpC beta-lactamase inhibition with detergent present. P00811. AmpC hydrolysis of nitrocefin, absorbance 480 nm, 0.01% Triton. Potency, µM (series often up to 114 µM), for inactives: at the highest dose activity change, negative = inhibition, usual class: inhibitors. 370,000 tested, 0.041% active. AID 485294;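 also: potency is read from the fitted curve at half-maximal effect; 0% = no-compound wells and -100% = no-enzyme wells; nearly all actives have a fitted effect of over 25% in size; some results filed as inactive show a strong effect at the top dose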
Target sequence (P00811 whole entry, looked up): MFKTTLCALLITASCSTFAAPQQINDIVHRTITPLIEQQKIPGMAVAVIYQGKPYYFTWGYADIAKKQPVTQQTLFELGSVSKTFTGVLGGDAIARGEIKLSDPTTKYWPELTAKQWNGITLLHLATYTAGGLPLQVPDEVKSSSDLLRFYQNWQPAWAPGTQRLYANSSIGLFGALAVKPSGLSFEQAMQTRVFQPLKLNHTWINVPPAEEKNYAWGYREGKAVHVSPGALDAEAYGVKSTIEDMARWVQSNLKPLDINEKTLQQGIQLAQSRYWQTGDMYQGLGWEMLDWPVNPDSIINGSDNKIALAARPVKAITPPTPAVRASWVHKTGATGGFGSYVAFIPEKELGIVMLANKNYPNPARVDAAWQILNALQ
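20 mM phosphate pH 7.0 + 0.01% (detergent screen) or 0.0001% Triton X-100; 5.3 nM AmpC reagent; cpd preinc 15 min RT; nitrocefin (800 uM stock) to start; A480 q20 s × 4 min; Activity was normalised to no-enzyme and no-compound control wells.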
AmpC inh no detg – blocks E. coli AmpC beta-lactamase in detergent-free assay; AmpC nitrocefin hydrolysis, absorbance 480 nm, 0.0001% Triton; Potency, µM (titrated, usually from 57.1 µM), inactives show at the highest dose activity change, negative = inhibition, actives largely listed as inhibitors; 330,000 tested, 0.52% active; AID 485341;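 also: potency is read from the fitted curve at half-maximal effect; plate controls were no compound for no effect and no enzyme for full effect; nearly all actives have a fitted effect of over 20% in size; some results filed as inactive show a strong effect at the top dose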
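20 mM phosphate pH 7.0 + 0.01% (detergent screen) or 0.0001% Triton X-100; 5.3 nM AmpC reagent; cpd preinc 15 min RT; nitrocefin (800 uM stock) to start; A480 q20 s × 4 min; Activity was normalised to no-enzyme and no-compound control wells.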
CHX counter – counter-screen hit for Shiga toxin inhibitors, cycloheximide; cell reporter, cycloheximide protein synthesis inhibition counterscreen; max response, %; 300,000 tested, 12% active; in the data active = max response mostly above about 13%, no sharp cut-off; inactive = mostly below about 14%; also: read at 38.3 µM for the half of the compounds with a filed dose; 0% is about no effect
Shiga toxin inh – inhibitors of Shiga toxin in Vero cells | Vero cells, Shiga toxin protein synthesis inhibition reporter | inhibition, % at 38.7 µM | 290,000 tested, 9.2% active; in the data active = inhibition mostly above about 28%, no sharp cut-off; inactive = mostly below about 43%; also: 0% is about no effect
The depositor's hits bear a star; u = inconclusive; x = no result given; [ ] = another dose, or the depositor's remark. Unless noted, calls follow the shape of the dose curve; as a rule, active = well fitted curve in the direction sought with a large enough effect; inconclusive = small, poorly fitted or top-dose-only effect, or another doubt; inactive = no such curve, though single readings can be large; an effect the other way counts as inactive or inconclusive.

The line under a structure holds: HCMV inh, FBPA Giardia inh, AMA1 RON2 block, AmpC detergent, AmpC inh no detg, CHX counter, Shiga toxin inh
(1) O=C(Cn1c(=O)n(CCCC(=O)NC2CCCC2)c(=O)c2ccccc21)NCCC1=CCCCC1
  u, -1%, 31%[activator], -1%, 1%, -3, -3
(2) Cc1ccc(NC(=O)C(C)Sc2nnc(C)n2CC2CCCO2)cc1 (stereo unspecified)
  -71*, -13%, 14%, 7%, -10%, -3, -10
(3) CCOC(=O)c1c(C)[nH]c(C(=O)COC(=O)COc2ccc(OC)cc2)c1C
  -13, 4%, 3%, -13%, -4%, -2, -15
(4) COc1ccc(S(=O)(=O)N2CCC(C(=O)NCCc3ccccc3)CC2)cc1
  5, 11%, -3%, u, -5%, -2, -5
(5) Cn1cccc1-c1nc2ccc([N+](=O)[O-])cc2[nH]1
  115, -27%, u, 1%, -24%, 33*, 40*
(6) O=C(c1ccccc1)N(Cc1cccc(Br)c1)C1CCS(=O)(=O)C1 (stereo unspecified)
  u, 3%, -4%, 3%, 6%, 7, -8
(7) Cc1ccccc1CC1CCN(CCCNC(=O)Nc2ccccc2)CC1
  -3, 8%, -1%, u, 7%, 1, -5
(8) O=C(CSc1ccc(-c2ccco2)nn1)Nc1ccc(F)cc1
  11, x, 13%, -6%, -51%, 12, 17
(9) COc1ccc(/C=C2\SC(=S)N(N3C(=O)CCC3=O)C2=O)cc1O
  77, -23%, 30%, -14%, -45%, -7, -11
(10) COC(=O)c1cc2oc3ccccc3c2n1Cc1ccccn1
  2, -3%, -4%, 1%, 108%[activator], 11, 3
(11) Cc1cc(NS(=O)(=O)c2cccs2)no1
  -32, -4%, -5%, -18%, -13%, -4, 20
(12) COc1ccc(N(C(=O)c2snc(C(N)=O)c2N)C(C(=O)NC2CCCC2)c2cccs2)cc1OC (stereo unspecified)
  16, 4%, -22%, u, 132%[activator], 6, -10
(13) CC1CCCCC12NC(=O)N(CC(=O)Nc1cccc(S(=O)(=O)N3CCCCC3)c1)C2=O (stereo unspecified)
  47, x, -6%, u, -33%, x, x
(14) CCOC(=O)Nc1ccc(NC(=O)OCC)cc1
  -20, 17%, -4%, -3%, x, 38*, 52*
(15) CCn1c(SCC(=O)N(C)c2ccccc2)nc2c([nH]c3ccccc32)c1=O
  80, x, -10%, 9%, -24%, 7, 0
(16) O=C(NCCCNc1ccc(C(F)(F)F)cc1[N+](=O)[O-])c1ccc(Cl)cc1
  -34, 0%, -13%, 1%, -13%, -1, -29
(17) Brc1csc(C=Nc2ccc3c(c2)OCCOCCOCCOCCO3)c1
  20, -29%, 13%, u, -10%, 0, -10
(18) Cc1cccc(NC(=S)NC(=O)CCc2ccccc2)c1C
  -4, -3%, 21%, -11%, -27%, 18*, 22
(19) N#Cc1nc(-c2ccc(F)cc2)oc1N1CCC(C(N)=O)CC1
  18, 0%, 0%, -4%, 5%, -3, 2
(20) COc1ccc2c(c1)c(CC(=O)OCC(N)=O)c(C)n2C(=O)c1ccc(Cl)cc1
  u, 4%, 3%, -8%, -8%, -4, 4
(21) CSc1ncccc1C(=O)Nc1ccc2nc(C)sc2c1
  6, -5%, -1%, -11%, -26%, 19*, 50*
(22) Cc1ccc(OCC(=O)Nc2cc(C(C)(C)C)on2)cc1C
  2, x, -6%, -7%, 30%, -2, -12
(23) O=C1NC2NC(=O)N(C(Cc3ccccc3)C(=O)O)C2N1 (stereo unspecified)
  12, -3%, 8%, -15%, -13%, -10, -18
(24) CCOC(=O)C(CC)Sc1nc2c(cnn2-c2ccccc2)c(=O)[nH]1 (stereo unspecified)
  u, -3%, -3%, u, -16%, -5, -15
(25) COc1cc(OC)cc(-n2c3nc4ccccc4nc3c3c(=O)n(CC4CCCO4)cnc32)c1 (stereo unspecified)
  32, -1%, -3%, -8%, -6%, -3, -9
(26) Clc1cccc(CNc2nnnn2-c2ccccc2)c1
  -84*, 6%, -3%, -5%, -44%, -5, -9
(27) CCOc1cc(S(=O)(=O)NC2CCCCCC2)ccc1F
  -8, -3%, 13%, 10%, 9%, 23, 41*
(28) Cc1cccc(NC(=O)c2ccc3c(Cl)c4c(nc3c2)CCCC4)n1
  -27, 2%, 6%, u, -9%, 23, 31
(29) CC(=O)Nc1ccc(C=NNC(=O)c2ccc(NS(=O)(=O)c3cccs3)cc2)cc1
  -6, x, -4%, x, -42%, x, x
(30) CN(Cc1ccc(C#CCCO)cc1)CC1CCCN(CCc2ccc(Cl)cc2)C1 (stereo unspecified)
  -7, -4%, -11%, -14%, 84%[activator], 2, -5
(31) CC(C)N1C(=O)CCC1C(=O)NCc1ccco1 (stereo unspecified)
  -14, 0%, -4%, 5%, -22%, -2, 3
(32) CN(Cc1cccs1)C(=O)c1ccc(S(=O)(=O)N2CCCCC2)cc1
  0, 4%, 8%, 2%, 4%, 0, -8
(33) CC(=O)c1ccc(S(=O)(=O)N2CCN(C(=O)c3ccccc3Cc3ccccc3)CC2)cc1
  -21, x, -4%, u, -12%, x, x
(34) CCOc1ccccc1-n1c(SCC(=O)N2CCOCC2)nnc1-c1ccccn1
  2, -4%, -9%, -12%, 2%, 2, 1
(35) COc1cc([N+](=O)[O-])ccc1N1C(=O)CC(Sc2nccc(C)n2)C1=O (stereo unspecified)
  28, -11%, 15%, 3%, -15%, -4, 3
(36) COc1ccccc1C(=O)Nc1nnc(-c2ccc(F)cc2)s1
  202, 5%, 0%, u, -3%, 1, 5
(37) CCOc1cccc(C2c3c(oc4ccccc4c3=O)C(=O)N2c2ccccn2)c1 (stereo unspecified)
  13, 2%, x, -8%, -6%, -3, -16
(38) CCN(C(=O)COC(=O)c1ccccc1O)c1cccc2ccccc12
  -24, x, -2%, x, -5%, x, x
(39) CC(C)NS(=O)(=O)c1cc(F)ccc1CN1C(=O)c2cccnc2C1=O
  -1, 10%, 0%, -12%, -1%, -3, 4
(40) O=C(O)c1ccc(NS(=O)(=O)c2ccc(N3CCCC3)c([N+](=O)[O-])c2)cc1
  u, 13%, 2%, -7%, -10%, -1, 37
(41) CC1CCCCN1C(=S)NCc1ccccc1 (stereo unspecified)
  -29, 0%, 16%, 1%, -22%, 0, -6
(42) Clc1ccc(OCCn2cnc3ccccc32)cc1
  -36, -2%, -2%, u, -18%, 14, 23
(43) CC1C=CCC2C(=O)N(c3cccc(C(=O)Nc4ccc(Br)cc4)c3)C(=O)C12 (stereo unspecified)
  -38, 2%, -8%, u, -23%, 6, 22
(44) CN(C)S(=O)(=O)c1cc(C(=O)OCCn2cnc3c2c(=O)n(C)c(=O)n3C)ccc1Cl
  13, 0%, 2%, 3%, 34%, 6, -10
(45) O=C(COc1ccccc1[N+](=O)[O-])Nc1cccc(S(=O)(=O)NC2=NCCCCC2)c1
  -1, x, 8%, -18%, -27%, x, x

As a working copy, 7 of the compounds above:
The line under a structure holds: HCMV inh, FBPA Giardia inh, AMA1 RON2 block, AmpC detergent, AmpC inh no detg, CHX counter, Shiga toxin inh
(39) CC(C)NS(=O)(=O)c1cc(F)ccc1CN1C(=O)c2cccnc2C1=O
  -1, 10%, 0%, -12%, -1%, -3, 4
(40) O=C(O)c1ccc(NS(=O)(=O)c2ccc(N3CCCC3)c([N+](=O)[O-])c2)cc1
  u, 13%, 2%, -7%, -10%, -1, 37
(41) CC1CCCCN1C(=S)NCc1ccccc1 (stereo unspecified)
  -29, 0%, 16%, 1%, -22%, 0, -6
(42) Clc1ccc(OCCn2cnc3ccccc32)cc1
  -36, -2%, -2%, u, -18%, 14, 23
(43) CC1C=CCC2C(=O)N(c3cccc(C(=O)Nc4ccc(Br)cc4)c3)C(=O)C12 (stereo unspecified)
  -38, 2%, -8%, u, -23%, 6, 22
(44) CN(C)S(=O)(=O)c1cc(C(=O)OCCn2cnc3c2c(=O)n(C)c(=O)n3C)ccc1Cl
  13, 0%, 2%, 3%, 34%, 6, -10
(45) O=C(COc1ccccc1[N+](=O)[O-])Nc1cccc(S(=O)(=O)NC2=NCCCCC2)c1
  -1, x, 8%, -18%, -27%, x, x

Next section
The line under a structure holds: HCMV inh, FBPA Giardia inh, AMA1 RON2 block, AmpC detergent, AmpC inh no detg, CHX counter, Shiga toxin inh
(46) S=C(NNC(=S)NC1CC2CCC1C2)NC1CC2C=CC1C2 (stereo unspecified)
  63, 13%, 4%, -2%, u, 5, 38
(47) O=C(O)c1ccc(C=C(c2nc3ccccc3s2)c2nc3ccccc3s2)cc1
  125, u, -10%, -1%, -23%, 8, -3
(48) O=C1CCCCN1CCCC(=O)N1CCCC(Nc2ccc(F)c(F)c2)C1 (stereo unspecified)
  52, x, -4%, -1%, 125%[activator], 7, -31
(49) CCOC(=O)c1cc(S(=O)(=O)Nc2ccc(OC)cc2OC)cn1C
  -15, -2%, 0%, 2%, 0%, -1, -3
(50) CCC1(c2ccc(F)cc2)NC(=O)N(CC(=O)N2CCc3ccccc32)C1=O (stereo unspecified)
  -24, x, -2%, 4%, 2%, x, x
(51) CCC(C)Sc1ccc([C@@H]2[C@H]3C(=O)N(CC)C(=O)[C@H]3[C@]3(C(=O)OC)CCCN23)cc1OC (stereo partly specified)
  -16, x, -16%, -2%, 162%[activator], x, x
(52) O=C(O)c1c2c(nc3ccccc13)/C(=C/c1cccc([N+](=O)[O-])c1)CCC2
  -3, 39%, -10%, -14%, -17%, 5, 8
(53) COC(=O)c1ccc(/C=N/NC(=S)NCCN2CCOCC2)cc1
  14, 0%, 35%[activator], 0%, -21%, 4, 6
(54) C[C@H](NC(=O)[C@@H]1Cc2ccccc2CN1)C(=O)NC1CCCC1
  -16, -29%, 0%, 0%, -13%, -1, -3
(55) CN(C)CCNC(=O)CNC(=S)N(Cc1ccccc1)Cc1ccccc1F
  13, 3%, 11%, u, 81%[activator], -2, -10
(56) CC(=O)Nc1nnc(SCC(=O)NCCOc2ccccc2)s1
  2, 6%, 5%, -6%, -26%, 7, -15
(57) CN(C)c1cc(-c2ccc(C#N)cc2)oc(=O)c1Cl
  -21, -3%, 10%, -4%, -23%, -1, -6
(58) Cn1c(/N=C/c2cccs2)nc2ccccc21
  76, -2%, 1%, -3%, -9%, -6, -13
(59) COc1ccc(CN2CCN(Cc3c[nH]c4ccccc34)CC2CCO)c(F)c1 (stereo unspecified)
  77, 3%, -11%, 5%, 91%[activator], -3, -8
(60) COc1cccc(N(CC(=O)N2CCc3ccccc3C2)S(C)(=O)=O)c1
  11, 1%, -5%, -5%, 15%, -2, -20
